Compound activity (PubChem)
KLK7 zymogen act – proKLK7 zymogen activators, primary screen, biochemical, fluorescence intensity; AID 652039, 2013; activation, % at 7 µM; purified proKLK7, EDANS-DABCYL substrate fluorescence; 100% is mature enzyme control, 0% vehicle; hit rate 0.9% among 370,000; Kallikrein-7 (Homo sapiens), P49862;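 active = activation above the mean of all tested compounds plus 3 SD, computed per campaign excluding outliers beyond control limits, cut at about 13% in these data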
ASAP1 inh – inhibitors of human ASAP1 ArfGAP activity, primary screen, biochemical, fluorescence polarization. ASAP1-stimulated ARF1 GTP hydrolysis, GDP FP detection. Arf-GAP with SH3 domain, ANK repeat and PH domain-containing protein 1 (Homo sapiens), …. AID 624377, 2012. inhibition, % at 16.5 µM. hit rate 0.19% among 360,000; in the data active = inhibition above about 25%;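 also: 0% = vehicle with enzyme and substrate and 100% = no enzyme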
ARFGAP1 inh – inhibitors of rat ARFGAP1 GAP activity, primary screen, biochemical, fluorescence polarization, GDP tracer; inhibition, % at 16.5 µM; hit rate 0.26% among 360,000; ADP-ribosylation factor GTPase-activating protein 1 (Rattus norvegicus), Q62848; AID 651572, 2012; Arfgap1-stimulated ARF1 GTP hydrolysis, GDP FP detection;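 active = inhibition above a per-plate limit, mean inhibition of low control wells plus 3 SD, cut at about 25% in these data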;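 also: 0% = DMSO wells with enzyme and 100% = wells lacking Arfgap1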
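Assay system: purified rat His6-Arfgap1 residues 1-136 (GAP domain); Reagent: human Δ17 ARF1 bound to GTP; Dosing: 16.5 µM single point, 1.26% DMSO; Times: GTP hydrolysis reaction 2 h at 25 °C; Signal: FP, GDP Alexa 633 tracer displaced from anti-GDP antibody, 620/688 nm; Measure: % inhibition from polarization.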
UHRF1 MBD2 ctr – UHRF1 methylated DNA binding inhibitors, primary screen, counter-screen for MBD2 inhibitor project, biochemical, TR-FRET, human UHRF1, single concentration; UHRF1 binding to methylated oligo; hit rate 0.75% among 370,000; inhibition, % at 4.4 µM; AID 687016, 2013; in the data active = inhibition above about 21%;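 also: UHRF1 SRA domain binding a hemimethylated CpG hairpin DNA probe; 0% = median of test compound wells and 100% = reference inhibitor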
DDE Tn6 FP inh – inhibitors of Tn6 peptide binding to fibrin DD(E), primary screen, biochemical, fluorescence polarization, human fibrin, Tn6 probe. Fibrin DD(E) TRITC-Tn6 fluorescence polarization displacement. inhibition, % at 8.3 µM. AID 720509, 2013. hit rate 0.21% among 370,000;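 active = inhibition above a per-campaign cutoff: mean of compounds within control limits plus 3 SD, cut at about 15% in these data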;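 also: 0% = median of all compound wells on the plate and 100% = blocking peptide control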
ADAM17 inh – ADAM17 inhibitors, primary screen, biochemical, QFRET; Disintegrin and metalloproteinase domain-containing protein 17 (Homo sapiens), P78536; recombinant ADAM17, EDANS/DABCYL FRET peptide cleavage; inhibition, % at 6.95 µM; hit rate 0.83% among 370,000; AID 720648, 2013;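 active = inhibition above the mean of compounds lying between control limits plus 3 SD, set per campaign, cut at about 8.5% in these data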;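 also: 0% = DMSO-only wells as the low control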
Target sequence (P78536 215-824 limits assumed): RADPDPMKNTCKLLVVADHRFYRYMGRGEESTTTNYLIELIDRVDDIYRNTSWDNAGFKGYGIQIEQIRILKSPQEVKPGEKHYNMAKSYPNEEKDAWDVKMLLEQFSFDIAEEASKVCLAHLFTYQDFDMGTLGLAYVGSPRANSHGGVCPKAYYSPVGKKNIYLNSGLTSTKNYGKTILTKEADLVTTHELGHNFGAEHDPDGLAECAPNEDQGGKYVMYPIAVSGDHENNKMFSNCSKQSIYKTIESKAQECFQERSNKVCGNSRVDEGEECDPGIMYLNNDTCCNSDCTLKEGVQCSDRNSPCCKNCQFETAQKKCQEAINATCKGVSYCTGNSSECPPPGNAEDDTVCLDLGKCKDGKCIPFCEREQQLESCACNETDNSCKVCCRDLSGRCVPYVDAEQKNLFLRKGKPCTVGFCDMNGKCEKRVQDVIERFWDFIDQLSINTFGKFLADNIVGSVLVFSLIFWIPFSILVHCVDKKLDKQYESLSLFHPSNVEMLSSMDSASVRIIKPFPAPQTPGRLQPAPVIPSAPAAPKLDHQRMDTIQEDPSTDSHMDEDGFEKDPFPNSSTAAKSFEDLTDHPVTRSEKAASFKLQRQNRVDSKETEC
MBD2 inh – inhibitors of MBD2 binding to methylated DNA, primary screen, biochemical, TR-FRET, DNA-binding domain, human. Methyl-CpG-binding domain protein 2 (Homo sapiens), Q9UBB5. MBD2 binding to methylated oligonucleotide. inhibition, % at 4.4 µM. hit rate 0.31% among 370,000; in the data active = inhibition above about 13%
Target sequence (Q9UBB5 whole entry, looked up, the tested form may be a part): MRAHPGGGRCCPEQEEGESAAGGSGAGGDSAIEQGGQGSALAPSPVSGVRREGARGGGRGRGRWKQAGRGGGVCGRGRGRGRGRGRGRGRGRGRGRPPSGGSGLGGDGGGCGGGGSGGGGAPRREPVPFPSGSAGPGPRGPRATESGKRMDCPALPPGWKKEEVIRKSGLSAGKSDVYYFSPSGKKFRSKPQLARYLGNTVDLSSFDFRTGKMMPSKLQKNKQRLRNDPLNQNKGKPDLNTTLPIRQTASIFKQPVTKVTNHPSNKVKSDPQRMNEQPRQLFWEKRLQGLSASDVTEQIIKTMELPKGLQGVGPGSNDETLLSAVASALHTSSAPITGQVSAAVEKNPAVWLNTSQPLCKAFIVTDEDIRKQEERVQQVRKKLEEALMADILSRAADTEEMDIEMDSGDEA
Tn7 DDE FP – inhibitors of Tn7 peptide binding to fibrin DD(E), primary screen, biochemical, fluorescence polarization, human fibrin, Tn7 probe; Fibrinogen beta chain (Homo sapiens), P02675; FP displacement of FITC-Tn7 peptide from fibrin DD(E); 0% = median of compound wells per plate; inhibition, % at 8.3 µM; hit rate 0.13% among 370,000; AID 720508, 2013;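 active = inhibition above the mean of compounds falling within the control limits plus 3 SD of them, cut at about 14% in these data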;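 also: 0% = plate median of compound wells and 100% = 10 µM Aha-Tn7 peptide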
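Assay system: Fibrin-DD(E) protein isolated from polymerized human fibrin clots; read-out basis: percent inhibition; medium: Tris/NaCl/CaCl2 buffer, pH 7.8; signal: FP measurement; incubation: 10 min plus 3 h, room temperature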
PLC-beta3 inh – human PLC-beta3 inhibitors, primary screen, biochemical, fluorescence. hit rate 0.18% among 370,000. inhibition, % at 12.2 µM. Purified PLC-beta3, fluorogenic substrate. 1-phosphatidylinositol 4,5-bisphosphate phosphodiesterase beta-3 (Homo sapiens), Q01970. AID 720704, 2013; in the data active = inhibition above about 11%;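 also: 0% = median of compound wells on plate and 100% = full blocker control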
PLC-gamma1 inh – PLC-gamma1 enzyme inhibitors, primary screen, biochemical, fluorescence, purified enzyme; 1-phosphatidylinositol 4,5-bisphosphate phosphodiesterase gamma-1 (Homo sapiens), P19174; fluorogenic substrate; inhibition, % at 12.2 µM; hit rate 0.84% among 370,000; in the data active = inhibition above about 9.5%
Numbers without * were called inactive; nt = not tested or not shown.

SMILES	KLK7 zymogen act	ASAP1 inh	ARFGAP1 inh	UHRF1 MBD2 ctr	DDE Tn6 FP inh	ADAM17 inh	MBD2 inh	Tn7 DDE FP	PLC-beta3 inh	PLC-gamma1 inh
CCCN1C(=O)C2(SC(NC(C)=O)=NN2C(C)=O)c2cc(C)cc(C)c21 (configuration not stated)	0.7	-2	-16	1	1	-8	1	7	2	0
O=c1cc(Nc2ccc3c(c2)OCCO3)[nH]c(=O)n1-c1ccc(Br)cc1	0.1	-4	-10	0	3	-3	-2	2	1	-1
O=C(CCCOc1ccc(Cl)cc1Cl)NN1CCOCC1	0.0	0	-1	-3	5	-3	-4	3	2	2
CCC(C)C(=O)Nc1cc(OC)c(OC)cc1C(=O)O (configuration not stated)	-0.4	-4	28*	1	-3	0	2	-3	-3	3
O=C(Cn1nnc(-c2ccncc2)n1)N(C1CCCCC1)C1CCCCC1	0.1	16	-3	-4	-4	-1	3	-2	4	3
O=S1(=O)[C@H]2C[C@@H]3C=C[C@@]2(CN1Cc1ccc(Cl)cc1)O3	0.2	5	3	-3	7	0	-5	2	3	-3
COc1cccc(NC(=O)CN(C)C(=O)c2ccc3ccccc3c2)c1	-0.4	0	3	0	-4	-3	2	-3	-1	-5
O=C(NCc1cccc(C(F)(F)F)c1)C1CCCN(c2cnccn2)C1 (configuration not stated)	0.4	-24	9	-4	0	-11	-2	6	-32	-22
CCOc1ccc(NC(=O)c2ccccc2NS(C)(=O)=O)cc1	0.1	5	-5	0	-4	-1	0	0	-2	0
O=C(CCNS(=O)(=O)c1ccc(Cl)cc1)Nc1ccncc1	0.0	2	3	0	4	-3	1	-2	-3	1
COc1ccc(CN2CCNC(=O)C2CC(=O)NC2CCC2)c(OC)c1 (configuration not stated)	0.4	-1	-14	-4	-1	-3	-3	1	-8	-4
CC(=O)Nc1ccc(S(=O)(=O)c2ccc([N+](=O)[O-])cc2)cc1	-0.2	-1	2	2	-9	-7	6	-3	-2	6
O=C(CN1CCC(O)(c2ccc3c(c2)OCO3)CC1)NC1CCCCC1	-0.1	1	-3	2	-7	3	-4	-2	2	1
CCOc1ccc(CCNC(=O)c2cc3sccc3n2CC)cc1OC	0.3	nt	nt	0	3	2	-3	4	0	1
Cc1sc2ncnc(N3CCN(S(=O)(=O)c4ccc(Br)cc4)CC3)c2c1C	0.2	-7	-13	0	-3	-2	2	-4	-1	3
Cc1ccc(-n2ncc3c2CC(C)(C)CC3NC(=O)CCc2c(C)noc2C)cc1 (configuration not stated)	0.1	-2	16	-1	0	-5	0	1	-6	-2
CNc1oc(-c2ccccc2Cl)nc1P(=O)(c1ccccc1)c1ccccc1	-1.8	7	-4	-2	-12	-9	1	1	-10	-8
CCN(CC)c1ccc(NC(=O)Cn2ncc3c(C)n(Cc4ccccc4F)c(C)c3c2=O)c(C)c1	-0.2	-1	7	1	2	0	0	9	-2	-2
Cn1c(Cn2c(=O)sc3ccccc32)nnc1SCC(=O)NCc1ccccc1	0.0	9	-2	-1	1	-2	1	1	4	0
CC(=O)N1CCN(C(=O)c2ccc(-c3cccc(C(F)(F)F)c3)o2)CC1	0.3	-8	-10	-2	-4	-5	-4	1	2	-3

Quoted at random: 6 records from the list
SMILES	KLK7 zymogen act	ASAP1 inh	ARFGAP1 inh	UHRF1 MBD2 ctr	DDE Tn6 FP inh	ADAM17 inh	MBD2 inh	Tn7 DDE FP	PLC-beta3 inh	PLC-gamma1 inh
O=C(CCCOc1ccc(Cl)cc1Cl)NN1CCOCC1	0.0	0	-1	-3	5	-3	-4	3	2	2
Cc1sc2ncnc(N3CCN(S(=O)(=O)c4ccc(Br)cc4)CC3)c2c1C	0.2	-7	-13	0	-3	-2	2	-4	-1	3
O=S1(=O)[C@H]2C[C@@H]3C=C[C@@]2(CN1Cc1ccc(Cl)cc1)O3	0.2	5	3	-3	7	0	-5	2	3	-3
O=c1cc(Nc2ccc3c(c2)OCCO3)[nH]c(=O)n1-c1ccc(Br)cc1	0.1	-4	-10	0	3	-3	-2	2	1	-1
CCN(CC)c1ccc(NC(=O)Cn2ncc3c(C)n(Cc4ccccc4F)c(C)c3c2=O)c(C)c1	-0.2	-1	7	1	2	0	0	9	-2	-2
CCC(C)C(=O)Nc1cc(OC)c(OC)cc1C(=O)O (configuration not stated)	-0.4	-4	28*	1	-3	0	2	-3	-3	3

(more compounds)
SMILES	KLK7 zymogen act	ASAP1 inh	ARFGAP1 inh	UHRF1 MBD2 ctr	DDE Tn6 FP inh	ADAM17 inh	MBD2 inh	Tn7 DDE FP	PLC-beta3 inh	PLC-gamma1 inh
CC(NC(=O)Cc1ccc(F)cc1)c1ccc(F)cc1 (configuration not stated)	-0.9	-5	13	2	0	3	-3	-5	2	2
CCOc1ccc(C(=O)Nc2cc(C)ccn2)cc1	-0.4	6	-1	-2	5	-3	-4	-6	-2	1
O=C(NCc1ccccc1Cl)c1ccc2c(c1)OCO2	0.4	-2	0	3	-6	2	1	-1	-5	9
COc1ccccc1N(CC(=O)NCCc1ccccc1)S(C)(=O)=O	-0.5	11	12	1	-2	-4	2	-3	0	0
COC(=O)c1ccccc1NC(=O)Cn1c(=O)n(CCC(=O)NC2CCN(Cc3ccccc3)CC2)c(=O)c2ccccc21	-0.3	-2	1	2	-2	2	3	6	-7	4
COC(=O)NC(=S)Nc1ccc(Oc2ccc(Cl)cc2Cl)c(Cl)c1	-0.4	15	17	-1	1	5	-6	-1	3	2
O=S(=O)(c1ccccc1F)N1CCN(Cc2cc3c(cc2O)OCO3)CC1	-0.1	-10	0	-3	9	-2	-4	8	-5	2
COc1cccc(Cc2n[nH]c(=S)n2Cc2ccco2)c1	0.2	-10	3	-3	14	3	0	2	2	6
COC(=O)[C@@]12C[C@@H](CC(=O)NCc3cccs3)C(=O)N(Cc3cccc4ccccc34)C1=CCC(C)(C)C2	0.5	4	9	-1	-6	7	4	2	6	5
Cc1cccc(C)c1-n1ncc(C(=O)NC2CCCC2)c1C1CCNCC1	0.0	9	-1	0	0	3	3	-1	2	15*
Cc1ccc(-c2nc(NC(=O)c3ccc(S(=O)(=O)N(CCC#N)CCC#N)cc3)sc2-c2ccccc2)cc1	0.4	8	12	0	1	-1	7	-1	3	1
CC12CCC(=O)N1C(C(=O)Nc1cc(Cl)ccc1N1CCOCC1)CS2 (configuration not stated)	0.1	-4	-3	2	8	-3	5	1	-5	5
CC(O)(c1ccc(F)c(F)c1)c1nc(-c2cccc(C(=O)O)c2)cs1 (configuration not stated)	0.3	4	-3	15	-1	-5	2	2	-5	4
COc1ccc(C2C(C#N)=C(N)Oc3cc(O)ccc32)cc1 (configuration not stated)	-0.5	-3	-10	-5	4	0	1	4	-24	-14
COCCn1c(SC(C)C(=O)NCC2CCCO2)nc2sc3c(c2c1=O)CCC3 (configuration not stated)	0.0	11	12	0	-4	-2	4	7	-5	1
CN1CCC(N(C)C(=O)c2ccc(Cl)c(S(=O)(=O)Nc3cc(Cl)ccc3Cl)c2)CC1	-0.5	7	13	2	-1	-6	2	1	-5	7
Cc1nc2ccccc2n1Cc1ccc(Br)cc1	0.1	-2	8	11	-6	-9	1	6	-13	-1
Nc1[nH]ncc1-c1ccc(Cl)cc1	0.4	9	8	-4	9	0	-1	-2	-1	0
COc1cc(Nc2ccn3nc(-c4ccc(F)cc4)cc3n2)cc(OC)c1OC	-1.0	0	8	3	-2	-6	1	1	-32	-25
COc1cc(C(=S)N2CCOCC2)ccc1OS(=O)(=O)c1ccc(NC(C)=O)cc1	-0.4	-2	-6	4	-3	-2	5	5	-3	-3
Nc1ccccc1CCc1ccccc1N	0.1	-19	5	0	1	-1	-1	2	4	-1
COc1ccc(S(=O)(=O)N(C)c2ccc(C(=O)NC3CC3)cc2)cc1	-0.3	-4	9	0	-4	0	0	6	-4	0
Cc1ccc(C)c(NC(=S)NNC(=O)c2ccc(Br)o2)c1	-0.2	5	7	-1	2	1	1	5	2	2
C=CCN(C(=O)CSc1nc2ccsc2c(=O)n1Cc1ccc(C(=O)O)cc1)c1ccccc1	0.7	-4	-4	0	3	-4	1	6	-1	0
COc1ccc(Cc2nnc(NC(=O)CSc3ccc(Cl)cc3)s2)cc1OC	-0.1	7	6	1	-1	-1	3	2	1	0
CCOc1ccc2nc(NC(=O)c3cccnc3)sc2c1	-0.1	-1	7	-3	1	-11	3	-2	-15	-14
CC1CCCCC12NC(=O)N(CC(=O)NCCc1ccccn1)C2=O (configuration not stated)	0.1	-9	11	-3	-3	0	2	0	5	2
Nc1ccccc1SCc1csc(-c2ccc(Cl)cc2)n1	0.2	11	-2	0	-8	3	2	2	-2	2
CC(C)c1noc2ncc(C(=O)c3cc(Cl)cc(Cl)c3O)cc12	-0.9	-1	12	-6	-9	0	-7	-4	-23	-13

An unsorted share of the library; about 4.1% have a hit in one of these screens.
